GPR151 ag: activators of human GPR151. Q8TDV0. PathHunter beta-arrestin GPR151 cells, luminescence. activation, % at 11.2 µM. 650,000 tested, 1% active. AID 1508602; in the data active = activation above about 4.9%;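 also: 0% = median of compound wells and 100% = cells with positive control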
Target sequence (Q8TDV0 whole entry, looked up): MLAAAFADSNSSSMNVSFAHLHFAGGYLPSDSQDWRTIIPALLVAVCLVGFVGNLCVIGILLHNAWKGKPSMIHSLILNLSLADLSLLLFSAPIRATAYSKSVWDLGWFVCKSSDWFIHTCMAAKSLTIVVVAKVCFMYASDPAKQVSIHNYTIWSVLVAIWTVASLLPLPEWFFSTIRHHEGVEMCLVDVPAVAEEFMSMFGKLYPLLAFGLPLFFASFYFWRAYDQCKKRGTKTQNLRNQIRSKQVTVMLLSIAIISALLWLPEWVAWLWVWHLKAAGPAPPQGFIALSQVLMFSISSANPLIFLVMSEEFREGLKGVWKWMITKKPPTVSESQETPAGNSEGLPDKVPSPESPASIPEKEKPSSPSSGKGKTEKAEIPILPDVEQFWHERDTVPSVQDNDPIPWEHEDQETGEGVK
TEAD-YAP inh: TEAD-YAP interaction inhibition | 640,000 tested, 1.4% active | AID 1259422 | HEK-TIYL cells, TEAD-Gal4/YAP UAS-luciferase luminescence | inhibition, % at 9.12 µM; in the data active = inhibition above about 32%;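 also: 0% = median of test compound wells and 100% = reference inhibitor wells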
FBW7 activator: activators of human E3 ligase FBW7 | 650,000 tested, 0.13% active | Q969H0 | AlphaScreen FBW7–phospho-cyclin E peptide binding, activator screen | AID 1259310 | normalized activity (activation), % at 26.1 µM; in the data active = normalized activity above about 1.9%;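 also: purified mutant Fbw7 with reduced substrate affinity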
MITF primary: inhibitors of human MITF; O75030; AlphaScreen MITF homodimerization, bead proximity signal; inhibition, % at 2.6 µM; 650,000 tested, 0.91% active; AID 1259374; in the data active = inhibition above about 50%;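 also: 0% = vehicle wells with protein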
Target sequence (O75030 whole entry, looked up): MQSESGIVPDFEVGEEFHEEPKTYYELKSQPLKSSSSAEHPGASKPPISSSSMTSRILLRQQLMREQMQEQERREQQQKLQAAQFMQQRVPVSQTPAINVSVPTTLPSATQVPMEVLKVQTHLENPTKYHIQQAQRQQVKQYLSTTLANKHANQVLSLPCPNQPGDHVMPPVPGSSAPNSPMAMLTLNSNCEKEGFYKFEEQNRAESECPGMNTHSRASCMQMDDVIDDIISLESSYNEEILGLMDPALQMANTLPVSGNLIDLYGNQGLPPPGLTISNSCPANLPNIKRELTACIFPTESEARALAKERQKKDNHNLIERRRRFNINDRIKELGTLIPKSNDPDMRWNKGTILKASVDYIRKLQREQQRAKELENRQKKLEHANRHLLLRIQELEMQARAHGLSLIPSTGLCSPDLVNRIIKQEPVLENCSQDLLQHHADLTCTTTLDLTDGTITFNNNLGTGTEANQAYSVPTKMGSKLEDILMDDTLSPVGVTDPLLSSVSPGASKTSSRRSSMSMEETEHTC
Numbers without * were called inactive.

SMILES	GPR151 ag	TEAD-YAP inh	FBW7 activator	MITF primary
c1ccc(C(c2nnnn2C2CCCC2)N2CCCCCC2)nc1 (stereo not given)	0.0	13	-0.8	0
NC(=O)Nc1ccc(C(=O)NCC2COc3ccccc3O2)cc1 (stereo not given)	0.3	-13	0.0	-4
CCOC(=O)C1C(c2cc(OC)c(O)c(OC)c2)NC(=S)NC1(O)C(F)(F)F (stereo not given)	3.8	4	-0.1	15
CNC(=O)C12N=CNN=C1N(C)C(=O)N2C (stereo not given)	0.4	4	-0.1	5
COCCNC(=O)c1c(NC(=O)COc2ccc(C)cc2)sc2c1CCCC2	0.7	-1	0.2	7
c1ccc2c(-c3nnc4n3CCCCC4)c[nH]c2c1	-0.2	2	0.2	12
COc1ccc(OC(C)C(=O)N2CCN(C)CC2)cc1 (stereo not given)	-0.5	11	-0.1	-13
COc1ccc(C(=O)Nc2cc3ccccc3oc2=O)cc1OC	-0.7	-60	0.3	19
COc1cc(OC)c2nc(N3CCCCCC3)cc(C)c2c1	-1.6	-8	-0.1	29
COc1ccc(CN2CCN(C3CCCCC3)CC2)cc1OCc1ccccc1	-0.8	12	-0.1	62*
O=C(CC(=O)c1ccccc1O)c1ccc(Br)cc1	5.4*	-30	0.0	-9
N#Cc1c(=O)c2c(=O)oc3ccccc3c2n2nc3n(c12)CCCCC3	2.3	-1	0.0	6
CN1C(=O)/C(=C\c2ccc(C(=O)N3CCCC3)cc2)SC1=S	-2.0	6	-0.3	-1
Cc1cc(F)c(F)cc1C(=O)N1CCCCCC1	-0.4	1	-0.1	3
CCOC(=O)c1c(NC(=O)COc2cc(Cl)ccc2Cl)sc2c1CCC(C)C2 (stereo not given)	-0.3	-9	0.1	-8
NC(=O)c1c(NC(=O)CN2CCCCC2)sc2c1CCCC2	0.3	-12	0.2	10
C/C(=N\O)C(=O)NCCc1c[nH]c2ccccc12	-0.4	-4	0.0	3
COc1cc(OC)cc(C(=O)Nc2cc(C)ccc2OC)c1	2.7	3	0.1	2
CCn1cnc2sc(C(=O)Nc3ccc(I)cc3C)c(C)c2c1=O	-1.5	5	0.0	-3
CN(C)C(=O)CSc1ncnc2sc3c(c12)CCC3	-1.1	3	-0.1	-3
Cc1cc([N+](=O)[O-])nn1Cc1cccc(C(F)(F)F)c1	1.0	2	-0.1	-2
COc1cc(C=C2C(=O)OC(C)(C(C)(C)C)OC2=O)cc([N+](=O)[O-])c1O (stereo not given)	0.5	2	-0.1	5
O=c1[nH]c(Nc2ccccc2F)nnc1Cc1ccccc1	0.7	6	0.2	4
Cc1ccc(-c2noc(-c3ccccc3)n2)cc1	-0.3	-72	-0.1	-1
Cc1c(NC(=O)NC2CCCCC2)cccc1[N+](=O)[O-]	-0.8	-15	-0.2	6
SMILES	GPR151 ag	TEAD-YAP inh	FBW7 activator	MITF primary
Cc1ccc(N(CC(=O)NC2CC2)S(=O)(=O)c2ccc(Cl)cc2)cc1C	-0.7	1	0.0	18
CC(C)(C)CC(=O)Nc1cccc2ccccc12	-0.8	-3	0.0	-6
OCCNc1nc(Nc2ccc(I)cc2)nc(N2CCOCC2)n1	0.6	-26	0.0	-5
CCC(=O)N(CCc1ccccc1)C1CC(=O)N(c2ccc(OC)cc2)C1=O (stereo not given)	-0.6	9	0.0	8
Cc1ccc2c(c1)N(CC(=O)NCCN(C)C)C(=O)CO2	-1.3	-5	-0.1	-3
CC1CC(C)CN(C(C(=O)Nc2ccc(C(C)C)cc2)c2ccc3c(c2)OCO3)C1 (stereo not given)	0.5	-7	0.3	-13
COC(=O)c1c(NC(=O)c2cc(-c3cccc(OC)c3)nc3ccccc23)sc2c1CCCC2	0.5	0	0.0	1
COc1ccc(CN2CCc3nnc(CNC(=O)CCc4cccnc4)n3CC2)cc1C	-1.2	11	0.3	-3
Cc1cc(=O)nc2c3ccccc3n(C(C)C(=O)N3CCCCCC3)n12 (stereo not given)	-0.2	-3	-0.2	3
O=C(O)CCCN=Cc1c(O)c2ccccc2oc1=O	1.4	5	0.0	6
Cc1cc(C)cc(C(=O)NCC(=O)OCC(=O)Nc2sc3c(c2C#N)CCCC3)c1	-0.9	-4	-0.2	5
COc1ccc(/C=N/NC(=O)c2cccnc2)cc1CN1CCN(c2ccc(F)cc2)CC1	-0.1	3	0.0	8
Cc1cccc(Nc2cnn(C34CC5CC(CC(CC(=O)O)(C5)C3)C4)c(=O)c2Cl)c1	-0.5	9	0.7	12
CCOc1ccc2cc(S(=O)(=O)NCc3cccnc3)ccc2c1	1.2	28	0.1	-8
CC(C)CCNS(=O)(=O)c1ccc2[nH]c3nc(SCC(=O)Nc4cccc(Cl)c4)nnc3c2c1	-0.5	8	0.0	-4
COCCCNC(=S)NC(=O)c1cccs1	1.2	-16	-0.1	9
CN(C)CCN(Cc1ccccc1)C(=O)[C@@H](N)Cc1ccc(-c2cn[nH]c2)cc1	0.4	-18	0.1	-6
Cc1ccc(C(C)(C)C)c(OCCOCCn2cncn2)c1	1.1	9	0.1	78*
Cc1cc(C)cc(N(C(=O)C(C)C)C2C=CS(=O)(=O)C2)c1 (stereo not given)	0.6	9	0.0	5
CC(Oc1cccc(Cl)c1)C(=O)Nc1sc2c(c1C#N)CCC(C(C)(C)C)C2 (stereo not given)	1.6	5	0.1	-2
COc1ccc(CCNc2nc(-c3ccc(C(=O)N4CCN(C)CC4)cc3)nc3c2ncn3C2CCCCC2)cc1	-1.4	18	0.2	5
CCS(=O)(=O)NCC(c1ccc(N(C)C)cc1)N1CCN(C)CC1 (stereo not given)	1.3	2	-0.1	3
O=C(NCc1nc2ccccc2[nH]1)c1cccc(Nc2ccc(N3CCOCC3)cc2)n1	-0.6	-1	-0.3	6
CC1CN(CC(=O)NCCC2COc3ccccc3O2)Cc2cc(Cl)ccc2O1 (stereo not given)	1.3	1	-0.1	-9
Cc1ccsc1C1C(C#N)=C(N)N(c2cccc([N+](=O)[O-])c2)C2=C1C(=O)CC(C)(C)C2 (stereo not given)	-1.0	-1	0.0	13
SMILES	GPR151 ag	TEAD-YAP inh	FBW7 activator	MITF primary
CS(=O)(=O)N1CCN(c2ccc([N+](=O)[O-])c(NC3CC3)c2)CC1	-0.2	1	0.1	19
COc1ccc(/C=N/NC(=O)COc2ccc(C)cc2)cc1[N+](=O)[O-]	0.4	4	0.1	19
O=C(O)CC(NS(=O)(=O)c1ccc(Br)cc1)c1ccc(F)cc1 (stereo not given)	-0.2	-1	-0.1	5
Cc1ccc(CNC(=O)C(=O)NC2CC2)cc1	-1.5	1	0.0	-4
CC1(c2ccccc2Cl)NC(=O)N(CC(=O)N(Cc2ccccc2)C(C)(C)C)C1=O (stereo not given)	-2.1	9	0.2	8
Cn1c(=O)cc(OCCCC(=O)Nc2ccc(Oc3ccccc3)cc2)c2ccccc21	-0.7	-5	0.4	10
CC(=O)NCC(=O)NC(C(=O)Nc1ccc2c(c1)OCCO2)c1ccccc1 (stereo not given)	-1.0	7	-0.2	3
COCCC(=O)NCC1Cc2cc(C)cc(-c3ccc4nc(C)ccc4c3)c2O1 (stereo not given)	-1.4	-8	0.0	7
CC(=O)NNC(=O)CSc1nnc2c3c(C)c(C)sc3nc(C(C)C)n12	0.5	-6	0.0	5
Cn1c(N)c(C(=O)CN2C(=O)c3ccccc3S2(=O)=O)c(=O)n(C)c1=O	0.5	-1	0.1	9
NS(=O)(=O)c1ccc(NC(=O)COc2ccc3ccccc3c2Br)cc1	2.4	-6	-0.1	1
Cc1ccc2nc(-c3ccccc3)cc(C(=O)OCC(=O)c3ccc(C)c(C)c3)c2c1	-0.7	6	-0.1	4
O=C(NCc1cccnc1)C1CCCN(S(=O)(=O)c2ccc(Br)cc2)C1 (stereo not given)	-0.5	8	0.6	16
CSc1nc2n(n1)C(c1ccc([N+](=O)[O-])cc1)C1=C(CC(C)(C)CC1=O)N2 (stereo not given)	0.2	-6	-0.1	-8
COc1ccc(S(=O)(=O)N(CC(=O)O)Cc2ccccc2)cc1Cl	2.3	2	-0.2	-9
COC(=O)C1=C(NC(=O)c2ccc(N3C(=O)CCC3=O)cc2)CCS1	0.4	3	-0.1	-3
Cc1nc(SCC2=C(C(=O)OC(C)C)C(c3cccc(OCc4ccccc4)c3)C(C#N)=C(N)O2)c(C#N)c(C)c1C (stereo not given)	-0.9	-14	0.0	14
O=C(N=Nc1c(O)[nH]c2ccc([N+](=O)[O-])cc12)c1ccccc1O	-0.3	-6	-0.2	13
C/C(=N\N)c1cc(C(=O)NN)c(=O)[nH]c1C	-0.3	2	0.0	3
NC(=O)c1ccc(N2CCN(c3cccc(Cl)c3)CC2)c([N+](=O)[O-])c1	-2.6	4	0.1	20
COc1ccc(NC(=O)CSc2nc3c(sc(=S)n3-c3ccccc3)c(=O)n2-c2ccc(OC)c(OC)c2)c(OC)c1	1.7	9	0.1	4
CCc1ccc(NC(=O)CN(c2ccc(OC)c(Cl)c2)S(C)(=O)=O)cc1	0.3	2	0.1	8
Cc1sc(C(=O)Nc2ccco2)c(C#N)c1C	-0.4	-10	-0.2	3
CCOC(=O)CC(=O)CSc1ncnc2c1nnn2-c1ccccc1	-0.6	0	0.0	-2
CC(=O)CCc1c(-c2ccc(Cl)cc2)c2ccccc2n1S(=O)(=O)c1ccc(C)cc1	1.4	4	0.0	13
SMILES	GPR151 ag	TEAD-YAP inh	FBW7 activator	MITF primary
CCC(=O)Nc1nnc(S(=O)(=O)N(C)c2cc(C)cc(C)c2)s1	1.6	6	0.0	10
O=c1[nH]c2ncccc2c(=O)n1Cc1ccc(F)cc1	-0.9	-4	0.0	4
CCCNC(=O)c1ccc2c(=O)[nH]c3c(C(=O)NC(C)C)sc(=S)n3c2c1	0.8	7	-0.2	0
COC(CN1C(=O)C(O)=C(C(C)=O)C1c1ccc(C)cc1)OC (stereo not given)	1.1	9	0.1	-1
CCOc1ccc2cc(-c3csc(Nc4ccc(F)cc4)n3)c(=O)oc2c1	0.4	4	0.0	6
CC(=O)/C=C1\N(C)c2cc([N+](=O)[O-])c(N)cc2C1(C)C	2.9	-9	-0.6	7
C=CCc1cc(/C=c2/sc3n(c2=O)C(c2ccccc2OC)C(C(=O)OCC)=C(C)N=3)cc(OC)c1O (stereo not given)	0.3	0	0.0	-1
CC(C)n1cnc2c(NCCc3ccc(O)cc3)nc(N3CCC(N4CCOCC4)CC3)nc21	-0.4	2	-0.1	-8
CC(=O)c1ccc(-c2ccc(N)c(C(=O)c3ccccc3)c2)cc1	-0.5	58*	-0.3	-5
O=C(CN1CCOCC1)Nc1ccccc1C(=O)O	-0.4	0	-0.1	4
CCCCC(C(=O)O)N1C(=O)/C(=C2/C(=O)N(C)c3ccccc32)SC1=S (stereo not given)	0.4	5	-0.2	6
O=C(c1ccncc1)c1ccc([N+](=O)[O-])cc1	-0.3	-7	-0.4	3
CN1CCN(C(=O)Cn2c(=S)[nH]c3ccccc3c2=O)CC1	1.9	-3	0.0	0
Cc1nc(-c2ccncc2)cc(N2CCN(c3ccccn3)CC2)n1	-0.9	-7	0.2	3
COc1ccccc1N1CCN(C(=O)c2ccccc2N(Cc2ccccc2)S(=O)(=O)c2ccc(C)cc2)CC1	-0.1	0	-0.1	5
O=C(COC(=O)c1cc(S(=O)(=O)N2CCOCC2)ccc1F)c1ccc(Cl)cc1	0.2	1	0.1	-8

15 entries from above, arranged by SMILES length, low to high.
SMILES	GPR151 ag	TEAD-YAP inh	FBW7 activator	MITF primary
O=C(CN1CCOCC1)Nc1ccccc1C(=O)O	-0.4	0	-0.1	4
O=c1[nH]c2ncccc2c(=O)n1Cc1ccc(F)cc1	-0.9	-4	0.0	4
CCOC(=O)CC(=O)CSc1ncnc2c1nnn2-c1ccccc1	-0.6	0	0.0	-2
CN1CCN(C(=O)Cn2c(=S)[nH]c3ccccc3c2=O)CC1	1.9	-3	0.0	0
COC(CN1C(=O)C(O)=C(C(C)=O)C1c1ccc(C)cc1)OC (stereo not given)	1.1	9	0.1	-1
CC(=O)c1ccc(-c2ccc(N)c(C(=O)c3ccccc3)c2)cc1	-0.5	58*	-0.3	-5
CCC(=O)Nc1nnc(S(=O)(=O)N(C)c2cc(C)cc(C)c2)s1	1.6	6	0.0	10
CCOc1ccc2cc(-c3csc(Nc4ccc(F)cc4)n3)c(=O)oc2c1	0.4	4	0.0	6
CC(=O)/C=C1\N(C)c2cc([N+](=O)[O-])c(N)cc2C1(C)C	2.9	-9	-0.6	7
CCCCC(C(=O)O)N1C(=O)/C(=C2/C(=O)N(C)c3ccccc32)SC1=S (stereo not given)	0.4	5	-0.2	6
CCCNC(=O)c1ccc2c(=O)[nH]c3c(C(=O)NC(C)C)sc(=S)n3c2c1	0.8	7	-0.2	0
CC(C)n1cnc2c(NCCc3ccc(O)cc3)nc(N3CCC(N4CCOCC4)CC3)nc21	-0.4	2	-0.1	-8
CC(=O)CCc1c(-c2ccc(Cl)cc2)c2ccccc2n1S(=O)(=O)c1ccc(C)cc1	1.4	4	0.0	13
COc1ccccc1N1CCN(C(=O)c2ccccc2N(Cc2ccccc2)S(=O)(=O)c2ccc(C)cc2)CC1	-0.1	0	-0.1	5
C=CCc1cc(/C=c2/sc3n(c2=O)C(c2ccccc2OC)C(C(=O)OCC)=C(C)N=3)cc(OC)c1O (stereo not given)	0.3	0	0.0	-1

2 compounds drawn at random from those above, as already listed:
SMILES	GPR151 ag	TEAD-YAP inh	FBW7 activator	MITF primary
CC(C)(C)CC(=O)Nc1cccc2ccccc12	-0.8	-3	0.0	-6
CC1CN(CC(=O)NCCC2COc3ccccc3O2)Cc2cc(Cl)ccc2O1 (stereo not given)	1.3	1	-0.1	-9

Source: PubChem BioAssay (The Scripps Research Institute Molecular Screening Center)
